# High-throughput results deposited in PubChem by National Center for Advancing Translational Sciences (NCATS).
# TSG101-PTAP inh: qHTS Validation Assay for Inhibitors of HIV-1 Budding by Blocking the Interaction of PTAP/TSG101: Sytravon Library Screen | Tumor susceptibility gene 101 protein (Homo sapiens), Q99816 | Fluorescence polarization, FITC-PTAP peptide/Tsg101, 20 min | Potency, µM (highest dose often 115 µM), inactives show top-dose activity change, negative = inhibition, hits mostly inhibitors | 44,000 tested, under 10 active; note: potency is the fitted concentration of half-maximal effect; 0% is about no effect
# Target sequence (Q99816 whole entry, looked up): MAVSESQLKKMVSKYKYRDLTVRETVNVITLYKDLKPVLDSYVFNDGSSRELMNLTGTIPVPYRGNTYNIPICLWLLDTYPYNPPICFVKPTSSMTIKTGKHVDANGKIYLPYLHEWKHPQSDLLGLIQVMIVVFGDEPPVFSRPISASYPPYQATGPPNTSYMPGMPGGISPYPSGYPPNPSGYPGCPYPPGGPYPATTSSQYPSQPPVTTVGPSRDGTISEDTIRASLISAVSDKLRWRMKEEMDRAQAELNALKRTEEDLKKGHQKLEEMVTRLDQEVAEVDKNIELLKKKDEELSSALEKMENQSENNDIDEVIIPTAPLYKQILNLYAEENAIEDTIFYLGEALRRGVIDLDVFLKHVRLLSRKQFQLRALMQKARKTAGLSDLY
#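 FITC-labeled PTAP peptide (50 nM final) binding to Tsg101 binding domain (10 uM final) read by fluorescence polarization after 20 min at r.t. in HEPES pH 7.5 buffer. Actives by CRC class, <25 µM.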
# FH mod: Identification of activators of human fumarate hydratase by quantitative high-throughput screening; FH coupled MDH/diaphorase resazurin fluorescence, 15 min; hit rate 0.22% among 54,000; Fumarate hydratase, mitochondrial (Homo sapiens), P07954; Potency, µM (top dose mostly 79.9 µM), for inactives: at the highest dose activity change, negative = inhibition, actives largely listed as inhibitors; note: potency is the fitted concentration of half-maximal effect; % is set by controls: 0 for no effect and ±100 for the full control effect; the screen sought activators but most active calls are inhibition curves; nearly all actives have a fitted effect of over 45% in size
# B2AR arrestin ag: qHTS assay of beta-arrestin-biased ligands of beta2-adrenergic receptor: NCGC Sytravon Library Screen. Beta-2 adrenergic receptor (Homo sapiens), P07550. HTLA Tango cells, beta-arrestin recruitment, luciferase luminescence, 18 h. Potency, µM (series often up to 46.1 µM), for the others: at the highest dose activation, usual class: activators. 44,000 tested, under 10 active. AID 1347077, 2019;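 note: potency is the fitted concentration of half-maximal effect; 0% = DMSO and full agonism = EC100 isoproterenol or metaproterenol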
# Target sequence (P07550 whole entry, looked up): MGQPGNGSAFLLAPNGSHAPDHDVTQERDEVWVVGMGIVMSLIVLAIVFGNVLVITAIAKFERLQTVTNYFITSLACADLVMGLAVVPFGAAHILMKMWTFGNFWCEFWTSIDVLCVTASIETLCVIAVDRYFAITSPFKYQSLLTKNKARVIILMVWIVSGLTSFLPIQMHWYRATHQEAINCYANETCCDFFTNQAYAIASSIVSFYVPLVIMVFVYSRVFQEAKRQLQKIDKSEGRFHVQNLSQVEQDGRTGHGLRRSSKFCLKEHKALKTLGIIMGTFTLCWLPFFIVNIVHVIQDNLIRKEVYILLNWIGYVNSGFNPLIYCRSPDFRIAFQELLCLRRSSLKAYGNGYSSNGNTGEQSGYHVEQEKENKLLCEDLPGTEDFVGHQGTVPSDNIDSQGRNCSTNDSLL
#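 Ligand-induced beta-arrestin recruitment to recombinant beta2-AR is measured via a tTA-driven luciferase reporter in Tango cells after 18 hr compound exposure at 37 degrees C. Concentrations span up to 46 microM.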
# GALK inhibitor: qHTS Assay for Inhibitors of Human Galactokinase (GALK): NCGC Sytravon Library Screen | 44,000 tested, under 10 active | recombinant GALK, Kinase-Glo ATP luminescence, 1 h | Potency, µM (series often up to 57.5 µM), inactives show top-dose activity, negative = inhibition, actives largely listed as inhibitors | AID 1347072, 2019 | P51570;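 note: plate controls were full GALK reaction for no effect and reaction lacking GALK for full effect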
#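 5 nM GALK; 35 uM ATP; 100 uM D-galactose; 20 mM HEPES pH 8.0, 5 mM MgCl2, 60 mM NaCl, 1 mM DTT, 0.01% BSA; 1 h RT; Kinase-Glo Plus luminescence.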
# p53null 32C tox: qHTS Screen for Compounds that Selectively Target Cancer Cells with p53 Mutations: Cytotoxicity of p53 Null Cells at the Permissive Temperature. H1299-neo p53 null cells, ATP luminescence, 24 h, 32C. Potency, µM (top dose mostly 46.1 µM), for the others: at the top dose activity change, negative = cytotoxicity, actives largely listed as cytotoxic. hit rate 0.62% among 55,000. AID 903, 2007;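 note: potency is the fitted concentration of half-maximal effect; 0% = DMSO only and -100% = full killing by 100 µM tamoxifen; nearly all actives have a fitted effect of over 55% in size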
#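 AC50 values derive from Hill modelling of qHTS concentration-response data (up to 46 uM) in H1299-neo cells. Cells were treated 24 h at 32C following overnight attachment at 37C; viability was read as cellular ATP.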
# NTMT1 inh: Primary qHTS for Inhibitors of N-terminal methyltransferase 1 (NTMT1): MTaseGlo Assay. N-terminal Xaa-Pro-Lys N-methyltransferase 1 (Homo sapiens), Q9BV86. NTMT1 MTase-Glo SAH luminescence, purified enzyme. Potency, µM (doses to about 114 µM), without a hit: top-dose activity change, negative = inhibition, usual class: inhibitors. hit rate 2.5% among 59,000. AID 1645870, 2021;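 note: potency is the fitted concentration of half-maximal effect; plate controls were DMSO vehicle for no effect and no enzyme for full effect; nearly all actives have a fitted effect of over 65% in size; many of its hits are not listed in these tables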
# Target sequence (Q9BV86 whole entry, looked up): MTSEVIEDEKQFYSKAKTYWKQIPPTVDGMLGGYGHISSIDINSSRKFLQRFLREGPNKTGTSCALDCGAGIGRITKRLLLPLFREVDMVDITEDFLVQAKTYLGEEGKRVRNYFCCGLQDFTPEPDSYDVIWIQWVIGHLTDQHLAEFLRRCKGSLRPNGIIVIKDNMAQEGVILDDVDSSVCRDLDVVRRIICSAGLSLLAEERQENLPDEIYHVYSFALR
# p53null 39C tox: qHTS Screen for Compounds that Selectively Target Cancer Cells with p53 Mutations: Cytotoxicity of p53 Null Cells at the Nonpermissive Temperature; H1299 p53-null (neo) cells, 39C, ATPlite viability, 24 h; hit rate 0.97% among 55,000; Potency, µM (highest dose often 46.1 µM), inactives show at the highest dose activity, negative = cell killing, hits mostly cytotoxic;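 note: potency is the fitted concentration of half-maximal effect; 0% = DMSO only and -100% = full killing by 100 µM tamoxifen; nearly all actives have a fitted effect of over 50% in size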
#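 Cells seeded at 600/well, 37C overnight. Compound added (up to 46 uM), plates shifted to 39C for 24 hr. ATPlite added, luminescence read after 20 min at room temperature.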
# * = called active by the depositor; u = inconclusive; x = no result given; [ ] = another dose, or the depositor's remark. Calls come from the whole dose curve; as a rule, active = well fitted curve in the direction sought with a large enough effect; inconclusive = small, poorly fitted or top-dose-only effect, or another doubt; inactive = no such curve, though single readings can be large; an effect the other way counts as inactive or inconclusive. Not all compounds are listed; the hit share may differ from the screen's.
Compound | TSG101-PTAP inh | FH mod | B2AR arrestin ag | GALK inhibitor | p53null 32C tox | NTMT1 inh | p53null 39C tox
CC(=O)Nc1ccc(NC(=O)c2ccc3c(c2)CCN3S(=O)(=O)c2ccc(C)cc2)cc1 | 0% | -14% | -2% | u | -4% | 0% | 5%
Cc1ccc(NC(=O)Cn2c(=O)n(Cc3nc(-c4ccccc4)no3)c(=O)c3cc4c(cc32)OCO4)cc1F | -4% | -12% | 2% | 1% | 4% | 9% | 12%
CCc1cccc(NC(=O)CCc2nc3cccnc3n2Cc2ccc(OC)cc2)c1 | 3% | 8% | 1% | 19% | -6% | u | -22%
Cc1cc2oc(C(=O)Nc3cccc(-c4nc5ccccc5o4)c3)c(C)c2cc1Cl | 5% | -1% | -4% | 0% | 0% | 31%[activator] | -5%
CCc1ccc(NC(=O)CSc2nc3ccccc3c(=O)n2CCC(=O)NC2CCCCC2)cc1 | -4% | -1% | -3% | -1% | 5% | 8% | 14%
CCc1ccccc1NC(=O)Cn1nnc(C(=O)OC)c1C(=O)OC | 3% | 0% | -2% | 0% | -8% | -2% | 9%
Cc1ccc2nc(Cl)c3cc(C(=O)N(C)C4CCCCC4)sc3c2c1 | -7% | u | 1% | 6% | u | 7% | -16%
COc1ccc(-c2noc(CSc3nnc(-c4ccncc4)n3-c3ccc(OC)cc3)n2)cc1 | -2% | u | 0% | 0% | 7% | 4% | 10%
COc1ccc(-c2noc(-c3ccc(NC4CCCCC4)c([N+](=O)[O-])c3)n2)cc1 | 0% | -1% | -3% | 3% | -10% | 5% | 21%
O=C(NCCSCc1ccccc1Cl)C1CCN(S(=O)(=O)Cc2ccccc2)CC1 | -4% | x | -3% | 2% | 2% | x | 3%
COc1cccc(-c2nnc(-c3cc4cc(Cl)ccc4oc3=O)o2)c1 | 2% | -23% | 0% | 1% | -11% | 4% | -4%
Cc1ccc(N2CCn3c2nc2c3c(=O)n(CCCc3ccccc3)c(=O)n2C)cc1C | 1% | -8% | 0% | -10% | 0% | -2% | -2%
Cc1cccc(-n2cc(-c3ccccc3)c3c(NC4CCCC4)ncnc32)c1 | -9% | -24% | -1% | 1% | 11% | -8% | 7%
CCOC(=O)C1CCN(C(=O)Cn2ncc3c4ccccc4n(C)c3c2=O)CC1 | -3% | 2% | -3% | -13% | 2% | -3% | -17%
CCSc1ncc(Cl)c(C(=O)Nc2nc3ccc(Cl)cc3s2)n1 | -1% | -6% | -2% | 4% | -9% | 14% | 3%
O=c1oc2ccccc2n1CCCOc1ccccc1Cl | -5% | -1% | -3% | -2% | u | 1% | u
Cc1ccc(C)c(NC(=O)CCn2cnnn2)c1 | 2% | 1% | -1% | 9% | 0%[9.22 µM] | 10% | -5%
Cc1nn(C(=O)c2ccccc2)c(C)c1S(=O)(=O)N1CCCCCC1 | -2% | -6% | 0% | 1% | -6% | -1% | 10%
CC(=O)c1cc(C(=O)Nc2cccc(C)c2)c2ccccn12 | 2% | -15% | 0% | 0% | -10% | -18% | u
COc1cc(C2CC(=O)Nc3c2c(C)nn3-c2nc(C)cc(C)n2)cc(OC)c1O (configuration not stated) | -7% | -8% | 2% | 0% | 8% | -2% | -24%
CCOc1ccc(NC(=O)Cn2cc(S(=O)(=O)c3ccc(C)cc3)c(=O)c3cc(F)ccc32)cc1 | -5% | 18% | 1% | 0% | u | 6% | -4%
COc1ccc(CNC(=O)CSc2n[nH]c(-c3ccc(F)cc3)n2)cc1 | 0% | -14% | 0% | 0% | -15% | u | -6%
O=C(NCCSc1c(-c2ccccc2)[nH]c2ccccc12)c1ccc(S(=O)(=O)N2CCOCC2)cc1 | 0% | -17% | 0% | 3% | 19% | 10% | -10%
O=C(/C=C\c1ccc2c(c1)OCO2)NC1CC(=O)N(c2cccc(F)c2)C1 (configuration not stated) | 2% | -8% | -2% | -7% | 26% | 4% | 8%
CCc1ccccc1Nc1nn2c(=O)c3ccc(C(=O)NC4CCC(C)CC4)cc3nc2s1 (configuration not stated) | 0% | -7% | 0% | 1% | 6% | 0% | 7%

# Continued; it opens with the seven that closed the last part.
Compound | TSG101-PTAP inh | FH mod | B2AR arrestin ag | GALK inhibitor | p53null 32C tox | NTMT1 inh | p53null 39C tox
CC(=O)c1cc(C(=O)Nc2cccc(C)c2)c2ccccn12 | 2% | -15% | 0% | 0% | -10% | -18% | u
COc1cc(C2CC(=O)Nc3c2c(C)nn3-c2nc(C)cc(C)n2)cc(OC)c1O (configuration not stated) | -7% | -8% | 2% | 0% | 8% | -2% | -24%
CCOc1ccc(NC(=O)Cn2cc(S(=O)(=O)c3ccc(C)cc3)c(=O)c3cc(F)ccc32)cc1 | -5% | 18% | 1% | 0% | u | 6% | -4%
COc1ccc(CNC(=O)CSc2n[nH]c(-c3ccc(F)cc3)n2)cc1 | 0% | -14% | 0% | 0% | -15% | u | -6%
O=C(NCCSc1c(-c2ccccc2)[nH]c2ccccc12)c1ccc(S(=O)(=O)N2CCOCC2)cc1 | 0% | -17% | 0% | 3% | 19% | 10% | -10%
O=C(/C=C\c1ccc2c(c1)OCO2)NC1CC(=O)N(c2cccc(F)c2)C1 (configuration not stated) | 2% | -8% | -2% | -7% | 26% | 4% | 8%
CCc1ccccc1Nc1nn2c(=O)c3ccc(C(=O)NC4CCC(C)CC4)cc3nc2s1 (configuration not stated) | 0% | -7% | 0% | 1% | 6% | 0% | 7%
COc1cccc(CNS(=O)(=O)c2ccc3c(c2)CC(C)N3C(=O)C2CCC2)c1 (configuration not stated) | 0% | x | 1% | 3% | 2% | x | -13%
COc1ccccc1C(=O)N(Cc1ccco1)Cc1ccccc1F | -9% | -2% | 0% | 1% | -4% | 13% | -9%
COc1ccccc1N1CCN(C(=O)c2cnc(N3CCOCC3)c3ccccc23)CC1 | 1% | 2% | -1% | 0% | 13% | 6% | 15%
Cc1ccc(C)c(N2CCN(C(=O)c3ccc4c(Cl)c5c(nc4c3)CCCC5)CC2)c1 | -1% | -14% | 1% | 7% | -4% | -7% | -27%
COc1cc(OC)c(OC)cc1/C=C/c1nc2cc3ccccc3cc2c(=O)n1-c1ccc(F)c(Cl)c1 | 0% | -20% | 1% | -1% | -7% | 5% | 13%
CCOc1ccc(NC(=O)c2cc(S(=O)(=O)NC3CCCC3)ccc2F)cc1 | -2% | -3% | -1% | 2% | -6% | 12% | 4%
CCCCC12CN3CC(C)(CN(C1)C3c1ccc(OCc3ccccc3)cc1)C2=O (configuration not stated) | -3% | -12% | -1% | 0% | -11% | -1% | -7%
CCOc1ccccc1NC(=O)c1nn(-c2ccc(OC)cc2)c(=O)c2c1c1ccccc1n2C | -2% | 14% | 1% | -1% | 0% | 11% | 23%
Cc1ccc(N(Cc2cc3ccccc3[nH]c2=O)C(=O)c2cccc(Cl)c2)cc1 | -1% | -6% | 0% | -1% | 4% | 0% | -6%
CC(=O)Nc1ccc(NC(=O)CCSCCc2ccccn2)cc1 | -1% | -19% | 5% | -2% | 4% | -2% | 17%
COc1ccc(C(=O)Nc2cccc(OCc3cc(=O)n4c5c(sc4n3)CCCC5)c2)cc1 | -1% | 21% | 1% | -12% | u | 14% | -9%
COc1cc(C2CC(=O)N(c3ccccc3)C3=C2C(=O)OC3)cc(OC)c1OC (configuration not stated) | -9% | -3% | -2% | 2% | 4%[9.22 µM] | 15% | -18%
Cc1cc(=O)[nH]c2nnc(SCc3ccc(Cl)cc3)n12 | 1% | -7% | -3% | 1% | -7% | u | 5%
Cc1c(Cl)cccc1NC(=O)CC(c1ccc(F)cc1)N1Cc2ccccc2C1=O (configuration not stated) | 3% | x | 1% | 2% | 8% | x | -3%
COCCCNC(=O)c1oc2c(c1C)-c1nn(Cc3ccccc3Cl)cc1CC2 | 1% | -13% | 0% | 3% | 2% | 6% | -6%
CC(C)(C)c1ccc(C(=O)Nc2cc(-c3ccccc3)nn2-c2ccccc2)cc1 | 2% | 6% | 0% | 1% | -11% | 9% | -16%
O=C(Nc1cccc(C(=O)OCc2cc(=O)n3c4c(sc3n2)CCCC4)c1)c1ccc(Cl)cc1 | -1% | u | -1% | 2% | -2% | -3% | -12%
CCOc1ccccc1NC(=O)CSC1=Nc2ccccc2C2=NC(CC(=O)NC3CCCCC3)C(=O)N12 (configuration not stated) | 2% | -24% | -2% | -2% | 8% | 24% | 5%
COc1ccc(Cl)cc1C(=O)NCCS(=O)(=O)N1CCN(c2ccccc2OC)CC1 | -4% | -10% | -1% | 2% | 9% | 8% | -15%
COc1cc(Cl)c(C)cc1NC(=O)Cn1ncc2c([nH]c3ccccc32)c1=O | 0% | 6% | 0% | 1% | 0% | -22% | -8%
Cn1nc(C(=O)NCc2ccccc2)c2c1-c1ccccc1SC2 | -9% | -28% | -3% | -10% | 3% | -20% | -15%
O=C(COc1ccccc1F)Nc1ccc(OCc2cc(=O)n3ccccc3n2)cc1 | 2% | 2% | 0% | 2% | 6% | 15% | 26%
Cc1ccc(Cl)cc1N1CCN(Cc2nnc(-c3ccc4c(c3)OCO4)o2)CC1 | 3% | -22% | 0% | 4% | 17% | 4% | -4%
O=C(NCc1ccco1)c1c[nH]c2ccc(S(=O)(=O)Nc3ccc(F)cc3F)cc2c1=O | -6% | u | 0% | 0% | -22% | -2% | -14%

# Some entries already given, reduced to TSG101-PTAP inh and p53null 39C tox.
smiles	TSG101-PTAP inh	p53null 39C tox
Cc1ccc(C)c(N2CCN(C(=O)c3ccc4c(Cl)c5c(nc4c3)CCCC5)CC2)c1	-1%	-27%
O=C(NCc1ccco1)c1c[nH]c2ccc(S(=O)(=O)Nc3ccc(F)cc3F)cc2c1=O	-6%	-14%
